Screens (PubChem)
GAA spleen mod: lysosomal alpha-glucosidase (human) modulation; P10253; human spleen homogenate, 4-MU-alpha-glucoside fluorescence; Potency, µM (top dose mostly 79.9 µM), for the others: top-dose activity change, negative = inhibition, most hits filed as inhibitors; 240,000 compounds, 0.006% hits;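 further: 0% = enzyme with vehicle and -100% = no enzyme basal signal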
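Compounds were titrated against alpha-glucosidase in spleen homogenate at pH 5.0, with 1 mM 4-methylumbelliferyl substrate for 40 min at 37 C. Reactions were quenched with pH 10 NaOH/glycine and fluorescence measured.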
Tau ThT inhib: blocks human tau fibril formation measured by thioflavin T; Potency, µM (highest dose often 57.4 µM), for the others: at the highest dose activity, negative = inhibition, hits mostly inhibitors; P10636; 270,000 compounds, 2.1% hits; recombinant tau K18 P301L, heparin-induced fibrillization, ThT fluorescence; AID 1460; further: on the % scale 0 is the no-effect control and ±100 the full control effect; nearly all actives have a fitted effect of over 55% in size
Target sequence (P10636 561-689 P618L limits assumed): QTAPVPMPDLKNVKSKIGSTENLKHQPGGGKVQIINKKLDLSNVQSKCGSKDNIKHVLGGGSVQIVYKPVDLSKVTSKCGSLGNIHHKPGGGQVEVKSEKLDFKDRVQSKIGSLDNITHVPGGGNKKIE
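ThT emission at 510 nm, taken 1 hr after adding 30 uM dye, quantifies aggregates formed when 20 uM heparin acts on human tau K18 P301L for 6 hr at 37 C.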
HTT ATP protect: protects HTT-Q103 PC12 cells, measured by ATP | PC12 HTT-Q103 induced, cytoprotection, ATP luminescence, 40 h | Potency, µM (highest dose often 56.4 µM), for the others: cytoprotection (ATP increase), usual class: activators | 230,000 compounds, 0.14% hits | AID 1471;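 further: % of control where 0% means no effect; nearly all actives have a fitted effect of over 45% in size; toxic huntingtin expression switched on by the ecdysone agonist tebufenozide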
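Cells were plated at 1500 per well in phenol red-free DMEM with 5% equine and 5% calf serum. Tebufenozide (100 nM final) and compounds were added, then ATPlite reagent, and luminescence was read.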
aGal spleen mod: alpha-galactosidase A (human) modulation. P06280. human spleen homogenate, 4MU-alpha-Gal fluorescence, 40 min. Potency, µM (top dose mostly 80 µM), inactives show top-dose activity change, negative = inhibition, usual class: inhibitors. 240,000 compounds, 0.008% hits. AID 2107;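 further: 0% = enzyme with vehicle and -100% = no enzyme basal signal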
Target sequence (P06280 32-429 limits assumed): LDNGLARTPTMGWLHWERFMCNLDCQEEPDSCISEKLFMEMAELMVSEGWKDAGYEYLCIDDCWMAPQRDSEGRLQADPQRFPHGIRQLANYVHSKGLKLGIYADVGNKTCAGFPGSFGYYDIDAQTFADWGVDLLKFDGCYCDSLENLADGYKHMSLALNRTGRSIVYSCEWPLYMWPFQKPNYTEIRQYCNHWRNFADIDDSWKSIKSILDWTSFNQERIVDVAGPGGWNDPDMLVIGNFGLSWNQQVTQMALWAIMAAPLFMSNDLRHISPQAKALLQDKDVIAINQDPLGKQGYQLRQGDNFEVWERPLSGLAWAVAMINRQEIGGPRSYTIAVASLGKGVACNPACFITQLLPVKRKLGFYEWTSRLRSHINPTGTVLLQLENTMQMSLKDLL
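Human spleen homogenate (1 ug) as enzyme source, 4-methylumbelliferyl-alpha-D-galactopyranoside 1 mM final, citrate/phosphate pH 5.0 with 0.01% Tween-20. Compounds 40 min at 37C, NaOH/glycine stop; fluorescence Ex 365/Em 440, Hill-fit AC50.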
Tau fibril FP: inhibitors of human tau fibril formation. P10636. K18 P301L tau heparin fibrillization, Alexa594 FP, 6 h. Potency, µM (top dose mostly 57.7 µM), for the others: at the highest dose activity, negative = inhibition, actives largely listed as inhibitors. 280,000 compounds, 0.39% hits; further: on the % scale 0 is the no-effect control and ±100 the full control effect; nearly all actives have a fitted effect of over 55% in size
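FP of Alexa 594-tau after heparin (20 uM) induction. Substrate: human K18 P301L, 15 uM unlabeled, 0.24 uM labeled. Buffer 100 mM sodium acetate pH 7. 6 hr, 37 C.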
GAA inhib: alpha-glucosidase (human) inhibition; P10253; purified human GAA, 4-MU-alpha-glucoside fluorescence; Potency, µM (highest dose often 76.9 µM), for the others: top-dose activity change, negative = inhibition, most hits filed as inhibitors; 200,000 compounds, 0.005% hits; AID 1466;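 further: plate controls were uninhibited enzyme wells for no effect and no-enzyme background for full effect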
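qHTS format, compound range up to 77 uM. Human lysosomal enzyme at 4 nM, 400 uM 4-MU glucoside substrate, pH 5.0, 20 min room temperature; fluorescence after alkaline stop gives activity normalized to controls.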
GAA glycogen mod: GAA glycogen-cleavage inhibition or activation | P10253 | Potency, µM (series often up to 76.4 µM), inactives show top-dose activity change, negative = inhibition, most hits filed as inhibitors | 300,000 compounds, 0.38% hits | recombinant GAA, glycogen substrate, Amplex Red glucose oxidase fluorescence;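 further: 0% = full enzyme reaction and -100% = no-enzyme basal signal; the screen sought inhibitors and activators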
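Recombinant human enzyme (4 nM); glycogen substrate; 37 C, 40 min, pH 5.0. Readout: coupled glucose oxidase/Amplex Red fluorescence.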
Tau fluor cs: counter-screen for tau fibril formation inhibitors; tau K18 P301L Alexa594 fluorescence, heparin fibrillization; Potency, µM (top dose mostly 57.7 µM), for the others: top-dose activity change, negative = decrease; 280,000 compounds, 0.93% hits; further: on the % scale 0 is the no-effect control and ±100 the full control effect; nearly all actives have a fitted effect of over 55% in size
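Human tau K18 P301L (15 uM unlabeled, 0.24 uM Alexa 594-labeled) in 100 mM sodium acetate pH 7 with 20 uM heparin, 6 hr at 37 C. ThT 30 uM added, 1 hr ambient; Alexa 594 FP and total fluorescence read at 555/632 nm.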
* marks the source's active call; other numbers are inactive results; u = inconclusive; x = not tested or not shown; [ ] = remark or other dose. The call rests on the fitted dose curve; in most records, active means well fitted curve in the direction sought with a large enough effect; inconclusive means small, poorly fitted or top-dose-only effect, or another doubt; inactive means no such curve, though single readings can be large; an effect the other way counts as inactive or inconclusive. Potency means the concentration at half of the fitted maximal effect.

SMILES	GAA spleen mod	Tau ThT inhib	HTT ATP protect	aGal spleen mod	Tau fibril FP	GAA inhib	GAA glycogen mod	Tau fluor cs
Cc1ccc(C(=O)NC(=S)Nc2ccc(N3CCOCC3)cc2)cc1	-8%	u	7%[10 µM]	2%	6%	-8%	-7%	u
CCC(C)(C(=O)NC1CCCCC1)N(C)C(=O)c1ccc2c(c1)OCO2 (stereo unspecified)	-7%	-11%	-8%	10%	-5%	-6%	-6%	-15%
COc1cccc(CNC(=O)C2CCCN(S(=O)(=O)N(C)c3ccc(F)cc3)C2)c1OC (stereo unspecified)	x	-4%	x	x	0%	x	-14%[76.3 µM]	-12%
COc1ccc(CCNC(=O)c2ccc(CN3CCOCC3)cc2)cc1	-17%	-15%	28%[10 µM]	-8%	1%	-14%	7%	-8%
COC(=O)Cn1c(=NC(=O)CSCC(=O)Nc2cc(C)on2)sc2ccccc21	0%	-6%	-8%	-3%	-11%	x	3%	-4%
COC(=O)c1cnc(SCc2ccc([N+](=O)[O-])cc2)n1C	-2%	u	2%[10 µM]	-1%	-4%	-1%	6%	-10%
CN(C)c1ncc(C(=O)O)cn1	5%	-6%	2%	2%	5%	-6%	5%	1%
Cc1ccnc(NC(=O)CS(=O)(=O)Cc2ccccc2)c1	-3%	-7%	12%	-5%	6%	-1%	6%	-4%
CCC(=O)Oc1oc(-c2ccccc2)nc1C=Nc1ccc(C)cc1	6%	u	-5%[10 µM]	9%	-2%	x	5%	-17%
COc1cccc(OC)c1C(=O)NC(=S)NCc1ccco1	0%	5%	x	-2%	-8%	-6%	-8%	-4%
COCCNC(=O)CS(=O)Cc1nc(-c2ccc(Cl)cc2)oc1C (stereo unspecified)	3%	-3%	-14%	-1%	-13%	-6%[15.4 µM]	8%	-2%
COc1ccc(/C=N/n2c(-c3n[nH]c4c3CCC4)n[nH]c2=S)c(OC)c1OC	5%	-2%	-8%[10 µM]	10%	0%	x	-7%	-9%
Cc1ccc(S(=O)(=O)CCC(=O)OCC(=O)c2c[nH]c3ccccc23)cc1	-3%	-12%	25%[10 µM]	-2%	-1%	2%	-8%	u
CC(=O)CC(=O)Nc1ccc(Nc2ccccc2)cc1	9%	u	4%[10 µM]	4%	4%	3%	-24%	u
N/C(=N\OC(=O)CCC1CCCCC1)c1cccc([N+](=O)[O-])c1	-6%	u	2%	-3%	12%	-3%	1%	u
CCOC(=O)c1c(CC(C)C)csc1NC(=O)C(C)C	-2%	-12%	-13%	6%	-12%	-2%	3%	-18%
Cc1ccc(NC(=O)c2nc(-c3ccncc3)no2)c(Cl)c1	x	13%	x	x	-8%	x	-4%[76.3 µM]	2%
COc1ccc(OC)c(NC(=O)COC(=O)C2CCN(C(=O)c3ccc(Cl)cc3)CC2)c1	-1%	-15%	-15%	-4%	-1%	4%	0%	-15%
Cn1c(N)c(N2CCCCC2)c(=O)n(CC(=O)Nc2ccc(Cl)c(Cl)c2)c1=O	0%	-7%	-13%	-2%	14%	3%	u	-29%
Oc1ccc(C=Nc2ccccc2-c2nc3ccccc3[nH]2)c(O)c1	8%	u	6%[10 µM]	u	u	u	-22%	u
CC(C)C(=O)NC(c1ccccc1)c1cc([N+](=O)[O-])c2cccnc2c1O (stereo unspecified)	-16%	u	-8%[10 µM]	-13%	8%	-4%	-6%	-10%
Cc1ccc(-n2c(SCC(=O)N/N=C/c3c(C)nn(-c4ccccc4)c3C)nc3ccccc3c2=O)cc1	-7%	-13%	3%[10 µM]	6%	3%	-2%	0%	-6%
c1ccc(CNC23CC4CC(CC(C4)C2)C3)nc1	3%	-4%	-25%	8%	-8%	-8%	-25%	-4%
Cc1nnc(SCC(=O)NCCN2C(=O)CSC2=O)n1-c1ccccc1	1%	4%	2%	-5%	-1%	-10%	8%	-2%
CCOC(=O)c1cnc(N2CCOCC2)[nH]c1=O	3%	0%	-21%[0.074 µM]	0%	8%	1%	4%	1%
O=C(Oc1ccc(-c2nnco2)cc1)N(c1ccccc1)c1ccccc1	0%	-11%	4%	4%	7%	-5%	-14%	-12%
O=C(CSc1nc2ccc(Cl)cc2[nH]1)c1ccc2c(c1)OCO2	-7%	-17%	-26%	-18%	u	u	-9%	u
COc1cc(Cl)c(C)cc1Nc1ncnc2c1nc1n2CCCC1	x	u	x	x	6%	x	-7%[76.3 µM]	-18%
CCc1ccc(NC(=S)N(CCCN2CCOCC2)Cc2ccccn2)cc1	-5%	8%	x	2%	-2%	2%	-3%	13%
Cc1ncc(CN2CCC(CO)(Cc3ccccc3)CC2)s1	4%	-9%	-7%[10 µM]	14%	1%	0%	-2%	-5%

A few values from above:
`COc1cc(Cl)c(C)cc1Nc1ncnc2c1nc1n2CCCC1` in Tau fibril FP = 6%
`O=C(Oc1ccc(-c2nnco2)cc1)N(c1ccccc1)c1ccccc1` in HTT ATP protect = 4%
`CCc1ccc(NC(=S)N(CCCN2CCOCC2)Cc2ccccn2)cc1` in GAA spleen mod = -5%
`Cc1ccc(-n2c(SCC(=O)N/N=C/c3c(C)nn(-c4ccccc4)c3C)nc3ccccc3c2=O)cc1` in GAA spleen mod = -7%

Next section.
SMILES	GAA spleen mod	Tau ThT inhib	HTT ATP protect	aGal spleen mod	Tau fibril FP	GAA inhib	GAA glycogen mod	Tau fluor cs
O=C1SCC(c2ccccc2)=NN1Cc1ccccc1	1%	-7%	6%[10 µM]	-12%	0%	-5%	1%	-12%
Cc1c2cnn(CC(=O)N3CCN(c4ccccc4)CC3)c(=O)c2c(C)n1Cc1ccc(F)cc1	x	-3%	x	x	-12%	x	8%[76.3 µM]	-3%
CCc1nnc(NC(=O)C2Cc3ccccc3C(=O)O2)s1 (stereo unspecified)	-2%	-8%	4%	6%	6%	-3%	-9%	-3%
CC(=O)OCC(=O)Nc1ccc(Br)c(C)c1	-4%	4%	-7%[10 µM]	6%	3%	-4%	12%	2%
CCC12CN3CC(CC)(CN(C1)C3c1c(O)ccc3ccccc13)C2=O (stereo unspecified)	-1%	u	u	10%	-9%	-13%	-7%	-18%
COCCn1c(CN2CCN(c3ccc(F)cc3)CC2)nc2c1c(=O)n(C)c(=O)n2C	0%	7%	21%[10 µM]	-3%	-7%	x	4%	8%
CSc1ncc(Cl)c(C(=O)Nc2c(C(=O)c3ccc(Cl)cc3)oc3ccccc23)n1	x	-2%	x	x	-20%	x	-9%[76.3 µM]	-11%
COC(=O)c1ccc(N)c(N=CC2=C(O)CC(C)(C)CC2=O)c1	-2%	-15%	x	-4%	0%	2%	7%	-5%
COc1cccc(-c2nc3c(C#N)c[nH]n3c2NC2CCCC2)c1OC	x	u	x	x	8%	x	6%[76.3 µM]	-11%
Cc1cccc(OCC(O)CN2CCN(CCN3C(=O)c4cccc5cccc(c45)C3=O)CC2)c1C (stereo unspecified)	-12%	u	-169%[inhibitor]	4%	4%	-3%	-14%	-21%
NC(N)=N/N=C/c1ccc(Br)cc1	3%	7%	-73%[inhibitor]	2%	3%	-3%	2%	-2%
CCOc1ccccc1NC(=O)N(Cc1ccc(C)o1)C1CCN(C(C)=O)CC1	x	-2%	x	x	5%	x	-7%[76.3 µM]	-3%
CC(C)(C)C(=O)O/N=C(\N)c1c(Cl)cccc1Cl	-1%	-3%	12%[10 µM]	-1%	1%	x	3%	5%
O=S(=O)(NC1CC1)c1ccc(S(=O)(=O)N2CCc3ccccc32)cc1	-7%	-15%	3%[10 µM]	8%	-13%	u	-6%	-23%
CCN1/C(=C/C(C)=C/c2sc3ccccc3[n+]2CC)Sc2ccccc21	0%	1.6µM*	-186%[inhibitor]	-3%	u	-1%	-29%	0.45µM*[fluorescent]
CCOC(=O)c1c(NC(=O)CN2C(=O)NC(C)(c3ccccc3)C2=O)sc(C)c1C (stereo unspecified)	-1%	-15%	7%[10 µM]	16%	4%	-11%	8%	-8%
O=C(CCCCn1c(=O)c2ccccc2n(CC(=O)Nc2ccc(F)cc2F)c1=O)NCc1ccccc1Cl	x	26%	x	x	-13%	x	3%[76.3 µM]	-4%
CCOC(=O)c1cccc(NC(=O)/C=C/c2ccc3c(c2)OCO3)c1	-5%	15%	-58%[inhibitor][10 µM]	3%	u	2%	6%	u
CC(C)n1c(C(=O)OCC(=O)NCc2ccc3c(c2)OCO3)cc2sccc21	-8%	-14%	-31%[10 µM]	-6%	2%	-9%	-3%	-23%
CC(C)S(=O)(=O)C1=NSC2=NC(=O)/C(=C\c3ccc(-c4ccccc4)o3)C(=N)N21	13%	u	4%[10 µM]	11%	0%	-6%	-1%	-18%
C#CCn1cnc2c(cnn2-c2ccc(F)cc2)c1=O	x	4%	x	x	-7%	x	-3%[76.3 µM]	-5%
CCc1cc(C(=O)Cc2nc3ccccc3[nH]2)c(O)cc1O	7%	u	-11%[10 µM]	9%	-2%	-3%	4%	u
N#Cc1ccccc1NC(=O)c1ccccc1OCC(=O)NCc1ccco1	-9%	2%	-14%[0.074 µM]	-2%	-3%	2%	6%	2%
O=C(NC(=O)c1ccccc1Cl)Nc1ccc(-c2cnco2)cc1	3%	-2%	7%[10 µM]	13%	7%	x	4%	5%
CC(=O)OC(C(=O)n1nc(C)cc1C)c1ccccc1 (stereo unspecified)	-6%	-4%	-6%	-3%	-3%	1%	-3%	-2%
O=C(NCc1ccccc1Cl)c1ccc(Cn2cc(C(F)(F)F)ccc2=O)cc1	-7%	-6%	-13%	3%	-6%	0%	-6%	-8%
COc1ccc(NC2CC(=O)N(c3cccc([N+](=O)[O-])c3)C2=O)cc1 (stereo unspecified)	2%	-21%	0%	-2%	1%	-6%	9%	-20%
Cc1c(C(=O)O)sc2nc(SCC(=O)Nc3ccc(S(=O)(=O)NC(C)(C)C)cc3)[nH]c(=O)c12	-9%	-4%	-7%	-3%	2%	0%	-1%	-1%
Fc1ccc(-c2nnc(CSc3nnc(-c4cccs4)o3)o2)cc1	-1%	-23%	u	-3%	-4%	-30%	2%	-15%
Cc1cccn2c(=O)c(/C=C(\C#N)C(=O)NCc3ccco3)c(N3CCCCC3)nc12	-2%	u	-9%[10 µM]	2%	1%	-8%	-9%	-12%

In a second layout: entries from further up.
Below each compound – GAA spleen mod, Tau ThT inhib, HTT ATP protect, aGal spleen mod, Tau fibril FP, GAA inhib, GAA glycogen mod, Tau fluor cs
- CC(=O)OC(C(=O)n1nc(C)cc1C)c1ccccc1 (stereo unspecified)
    -6%, -4%, -6%, -3%, -3%, 1%, -3%, -2%
- O=C(NCc1ccccc1Cl)c1ccc(Cn2cc(C(F)(F)F)ccc2=O)cc1
    -7%, -6%, -13%, 3%, -6%, 0%, -6%, -8%
